Compound activity as filed in PubChem.
RECQ1 inh – qHTS Assay for Inhibitors of RecQ-Like Dna Helicase 1 (RECQ1); RECQ1 DNA unwinding, red fluorescence kinetic read; Potency, µM (titrated, usually from 57.3 µM), inactives show top-dose activity, negative = inhibition, actives largely listed as inhibitors; hit rate 0.54% among 240,000;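 also: plate controls were vehicle for no effect and no enzyme for full effect; nearly all actives have a fitted effect of over 30% in size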
Target sequence (P46063 whole entry, looked up): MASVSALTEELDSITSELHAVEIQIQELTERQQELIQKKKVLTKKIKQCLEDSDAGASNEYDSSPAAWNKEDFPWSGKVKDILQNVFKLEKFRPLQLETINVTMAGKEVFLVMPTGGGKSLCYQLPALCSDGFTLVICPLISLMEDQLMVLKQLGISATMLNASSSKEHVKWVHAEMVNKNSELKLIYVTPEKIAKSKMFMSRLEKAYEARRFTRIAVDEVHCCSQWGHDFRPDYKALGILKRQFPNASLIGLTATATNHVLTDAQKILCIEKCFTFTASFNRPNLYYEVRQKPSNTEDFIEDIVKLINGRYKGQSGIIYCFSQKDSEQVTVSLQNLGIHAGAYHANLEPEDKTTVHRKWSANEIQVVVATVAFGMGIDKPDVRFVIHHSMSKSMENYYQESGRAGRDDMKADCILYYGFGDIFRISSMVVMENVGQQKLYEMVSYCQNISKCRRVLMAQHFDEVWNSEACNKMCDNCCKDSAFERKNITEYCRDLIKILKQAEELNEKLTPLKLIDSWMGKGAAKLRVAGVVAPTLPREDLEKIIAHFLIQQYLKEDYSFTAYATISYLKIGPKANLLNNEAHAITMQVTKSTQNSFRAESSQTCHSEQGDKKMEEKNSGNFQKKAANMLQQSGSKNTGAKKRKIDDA
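RECQ1T1 50 nM; forked duplex (20 bp + 30-nt ss tails) 200 nM, ATP 2 mM final; pH 8.0, 2 mM MgCl2, 2.5 ug/ml poly(dI-dC); 15 min compound preincubation; discontinuous kinetic read over 2 h at RT.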
SMN2 splice up – qHTS Assay for Enhancers of SMN2 Splice Variant Expression; AID 1458, 2008; hit rate 2.8% among 210,000; HEK293 SMN2-luciferase splicing reporter, luminescence, 30-36 h; Potency, µM (highest dose often 46.1 µM), inactives show at the top dose activity change, positive = activation, most hits filed as activators; also: % of control where 0% means no effect; nearly all actives have a fitted effect of over 55% in size
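qHTS luciferase splicing reporter: luminescence rises when SMN2 exon 7 is included in transfected HEK293 cells. Compound exposure lasted 30-36 h at 37C, with 4.5 mM final sodium butyrate as control, followed by a ONE-Glo read.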
L3MBTL1 block – qHTS Assay for the Inhibitors of L3MBTL1; AlphaScreen L3MBTL1–H3K9me1 peptide binding; hit rate 0.66% among 230,000; AID 485360, 2010; Potency, µM (top dose mostly 57.1 µM), for the others: at the highest dose activity, negative = inhibition, most hits filed as inhibitors; Lethal(3)malignant brain tumor-like protein 1 (Homo sapiens), Q9Y468; also: % is scaled to controls: 0 for no effect and ±100 for the full control effect; nearly all actives have a fitted effect of over 60% in size
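AlphaScreen proximity signal between nickel-chelate acceptor and streptavidin donor beads (final 10 ug/mL) reports binding of 50 nM L3MBTL1 to 75 nM biotin-H3 K9me1 peptide; complex incubated with compounds 30 min at room temperature; cefsulodin titration as control.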
Tau ThT inhib – qHTS for Inhibitors of Tau Fibril Formation, Thioflavin T Binding | recombinant tau K18 P301L (four-repeat tau fragment), heparin-induced fibrillization, ThT fluorescence | Potency, µM (doses to about 57.4 µM), for the others: top-dose activity, negative = inhibition, most hits filed as inhibitors | hit rate 2.1% among 270,000 | AID 1460, 2008; also: % is scaled to controls: 0 for no effect and ±100 for the full control effect; nearly all actives have a fitted effect of over 55% in size
Target sequence (P10636 561-689 P618L limits assumed): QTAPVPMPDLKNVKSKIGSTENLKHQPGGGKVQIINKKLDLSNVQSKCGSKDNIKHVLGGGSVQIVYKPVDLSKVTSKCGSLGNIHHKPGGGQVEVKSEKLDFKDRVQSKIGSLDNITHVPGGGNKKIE
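Recombinant human tau K18 fragment […] carrying P301L, 15 uM unlabeled plus 0.24 uM Alexa 594-labeled, was fibrillized with 20 uM heparin in 100 mM sodium acetate pH 7 for 6 hr at 37 C; 30 uM ThT fluorescence read after 1 hr.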
LMNA splice mod – qHTS Assay for Modulators of Lamin A Splicing; AID 1487, 2009; hit rate 0.01% among 200,000; HeLa LMNA splicing GFP/RFP minigene ratio, 48 h; Potency, µM (top dose mostly 46.1 µM), for the others: at the top dose ratio change, negative = inhibition, actives largely listed as inhibitors; active = well fitted inhibition curve with a large enough effect in the signal ratio, with a control signal flat, not every such curve was filed as active; inconclusive = small, poorly fitted or top-dose-only effect, or effect the other way, or a change in a side signal; the % refers to the signal ratio; also: % is scaled to controls: 0 for no effect and ±100 for the full control effect
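S3 HeLa stable clones carrying a lamin A-EGFP splicing minigene plus DsRed2 were seeded at 600 cells/well in Opti-MEM with 2% FBS, pin-dosed and incubated 48 h at 37°C. Acumen cytometry (488 nm) gave the GFP/RFP total-intensity ratio.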
KDM4E inh – qHTS Assay for Inhibitors of Human Jumonji Domain Containing 2E (JMJD2E); Lysine-specific demethylase 4E (Homo sapiens), B2RXH2; JMJD2E catalytic domain, FDH-coupled NADH fluorescence (FDH is formaldehyde dehydrogenase); Potency, µM (titrated, usually from 57.1 µM), for the others: at the top dose activity change, negative = inhibition, hits mostly inhibitors; hit rate 1.6% among 230,000; AID 2147, 2009; active = well fitted inhibition curve with a large enough effect, not every such curve was filed as active; inconclusive = small, poorly fitted or top-dose-only effect, or another doubt; inactive = no such curve, though single readings can be large or run the other way;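 also: 0% = wells with enzyme and -100% = buffer wells without enzyme; nearly all actives have a fitted effect of over 50% in size; many of its hits are not listed in these tables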
Target sequence (B2RXH2 1-337 limits assumed): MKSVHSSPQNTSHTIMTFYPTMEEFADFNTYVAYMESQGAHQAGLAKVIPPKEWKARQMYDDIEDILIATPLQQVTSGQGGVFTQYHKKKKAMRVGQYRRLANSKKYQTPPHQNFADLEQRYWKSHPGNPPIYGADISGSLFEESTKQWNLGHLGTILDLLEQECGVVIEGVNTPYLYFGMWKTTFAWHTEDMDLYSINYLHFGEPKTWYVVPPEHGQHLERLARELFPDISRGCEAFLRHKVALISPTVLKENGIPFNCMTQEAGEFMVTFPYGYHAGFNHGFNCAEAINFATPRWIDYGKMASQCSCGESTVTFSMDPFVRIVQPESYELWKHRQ
ALDH1A1 inh – qHTS Assay for Inhibitors of Aldehyde Dehydrogenase 1 (ALDH1A1) | Purified ALDH1A1, NADH fluorescence, propionaldehyde substrate | Potency, µM (series often up to 75.3 µM), without a hit: top-dose activity, negative = inhibition, usual class: inhibitors | hit rate 7.3% among 220,000 | AID 1030, 2008 | Aldehyde dehydrogenase 1A1 (Homo sapiens), P00352; active = well fitted inhibition curve with a large enough effect, not every such curve was filed as active; inconclusive = small, poorly fitted or top-dose-only effect, or another doubt; inactive = no such curve, though single readings can be large or run the other way;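 also: plate controls were no enzyme wells and a reference inhibitor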
Luc counter – Counterscreen for Luciferase (Kinase-Glo TM) Inhibition; hit rate 0.28% among 200,000; Kinase-Glo luciferase, ATP luminescence, 8 min; Luciferin 4-monooxygenase (Photuris pensylvanica), Q27757; Potency, µM (top dose mostly 38.3 µM), for inactives: at the highest dose activity change, negative = inhibition, hits mostly inhibitors; also: % is scaled to controls: 0 for no effect and ±100 for the full control effect; nearly all actives have a fitted effect of over 60% in size
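Light output from Kinase-Glo luciferase with luciferin and 10 uM ATP in 50 mM imidazole pH 7.2, KCl, MgCl2, Tween 20, BSA; compound pin-delivered, 8-min ambient incubation, then luminescence read.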
* marks the source's active call; other numbers are inactive results; i = inactive; ? = inconclusive; · = not tested or not shown; [ ] = dose if it differs, or a comment. Unless noted, calls follow the shape of the dose curve; as a rule, active = well fitted curve in the direction sought with a large enough effect; inconclusive = small, poorly fitted or top-dose-only effect, or another doubt; inactive = no such curve, though single readings can be large; an effect the other way counts as inactive or inconclusive. Potency is read from the fitted curve at half-maximal effect. The list is partial, so the mix of outcomes need not match the whole.

SMILES	RECQ1 inh	SMN2 splice up	L3MBTL1 block	Tau ThT inhib	LMNA splice mod	KDM4E inh	ALDH1A1 inh	Luc counter
O=C(Cn1c(=O)oc2cc(S(=O)(=O)NCc3ccccc3)ccc21)NCc1ccco1	-14%	-8%	·	-12%	-5%	-5%	-15%	0%
CCOc1ccc(/C=N/N2C(=O)C(CC(=O)Nc3ccc(F)cc3F)SC2=NC)cc1OC (stereo unspecified)	-7%	-7%	14%	-9%	-9%	0%	1%	0%
O=C(NCC1CCCO1)C1CCN(C2CCN(C(=O)Cc3ccsc3)CC2)CC1 (stereo unspecified)	-1%	·	0%	-2%	·	-1%	4%	·
O=C(NCc1ccco1)/C(=C/c1cccnc1)NC(=O)c1ccco1	i	23%	-7%	-7%	-1%	2%	6%	0%
CC(=O)Oc1ccccc1/C=C1\CCOC1=O	-12%	-25%	·	-4%	-9%	8%	5%	19%
Cn1c(Oc2ccc(Cl)cc2)c(C=O)c2ccccc21	-13%	·	24%	-15%	?	-29%	-4%	·
COc1ccc(C(C)=O)cc1COC(=O)CNC(=O)c1cc(C)cc(C)c1	-9%	-3%	9%	-5%	-2%	2%	7.9µM*	3%
Cc1c(NC(=O)CN2C(=O)C(=O)N(Cc3ccccc3)C2=O)c(=O)n(-c2ccccc2)n1C	i	·	6%	-2%	·	0%	·	·
CCc1c(O)nc(N2CCN(Cc3ccccc3)CC2)[nH]c1=O	8%	·	·	-6%	0%	3%	8%	-1%
CC(C)Nc1nc(Oc2ccc(=O)n(-c3ccccc3)n2)nc(N(C)C)n1	-4%	·	-6%	-12%	·	3%	·	·
Cc1ccc(-c2nc3ncccc3o2)cc1NC(=O)c1ccccc1	1%	·	-5%	-12%	·	-20%	?	·
Cc1c([N+](=O)[O-])c2ccc(O)cc2n1-c1ccccc1	-7%	·	0%	-19%	·	-26%	13%	·
CC(=N\O)/C(CN(C)C)=N/O	7%	-21%	·	6%	?	-1%	6%	10%
COCCCN1C(=O)c2ccccc2C1C(=O)NC1CCCCCC1 (stereo unspecified)	1%	-4%	4%	-1%	0%	4%	16%	1%
CSc1nnc(-c2cc(C)on2)n1-c1ccccc1	-5%	5%	18%	5%	4%	1%	?	25%
C=CCOc1ccc(/C(O)=C2\C(=O)C(=O)N(CCCOC)C2c2ccncc2)cc1 (stereo unspecified)	-1%	0%	3%	-11%	11%	?	?	0%
CCCOC(=O)c1ccc(NC(=O)C(=O)NCC2CCCO2)cc1 (stereo unspecified)	0%	-2%	18%	-4%	-4%	-2%	?	-1%
CC1CC(C)CN(C(=O)CSc2nc(Cc3cccs3)nc3ccccc23)C1 (stereo unspecified)	-1%	12%	2%	?	?	?	?	2%
O=C(NCc1ccccc1)C1CC(=O)N(C2CCCCCC2)C1 (stereo unspecified)	-15%	-17%	·	-2%	?	-13%	-6%	2%
COC(=O)Cn1cnc2c(C#N)c3n(c2c1=O)CCCC3	-15%	-26%	·	5%	-3%	1%	-8%	0%
C/C(=N\NC(=O)c1ccc(CSc2nc(C)cc(C)n2)cc1)C1CCCCC1	-6%	-18%	-1%	-15%	6%	5%	3.5µM*	0%
Cc1nnc(SCC(=O)N2CCc3ccccc32)n1-c1ccccc1	i	-12%	·	4%	5%	-1%	1%	1%
O=C(c1ccc(F)cc1)N1CCC(n2nnc3ccccc32)CC1	-11%	·	69%[activator]	-7%	-6%[46 µM]	7%	-4%	-4%
CC(C)(C)C(=O)N=C1SC2CS(=O)(=O)CC2N1c1ccc2c(c1)OCO2 (stereo unspecified)	2%	-4%	12%[11.4 µM]	-8%	-1%	6%	-14%	0%
COc1ccc2[nH]c(=O)c(NC(N)=S)nc2c1	-9%	-5%	-10%	?	12%	-8%	?	-1%
Next section:
SMILES	RECQ1 inh	SMN2 splice up	L3MBTL1 block	Tau ThT inhib	LMNA splice mod	KDM4E inh	ALDH1A1 inh	Luc counter
COn1c(C)c(C(C)=O)c2c3no[n+]([O-])c3ccc21	-1%	8%	-8%	-9%	5%	3%	7%	-1%
COc1ccc(NC(=O)C(=S)N2CCCC2)cc1	-23%	14%	-4%	0%	23%[46 µM]	3%	5%	-2%
CN(CC(=O)Nc1ccc(C#N)cc1)Cc1ccc(Cl)c(Cl)c1	-4%	-8%	12%	-8%	1%	-6%	-7%	3%
CCCCC(=O)NCc1ccc(Cl)cc1	i	4%	5%	10%	2%	-4%	17%	4%
Cc1ccc(C(=O)OC2=CC(=O)CC(C)(C)C2)cc1	-1%	4%	-1%	?	-5%	1%	?	2%
CNc1nc(Nc2ccc(C)c(Cl)c2)nc(N)c1[N+](=O)[O-]	-12%	11µM*	-1%	?	?	-1%	4%	-21%
O=C(Nc1ccccc1O)c1ccc(NS(=O)(=O)c2cccc3cccnc23)cc1	i	·	-14%	-7%	·	15%	-2%	·
Cc1nn(C)c(C(=O)N2CCc3ccccc32)c1Br	-1%	-4%	10%	-11%	?	6%	-7%	2%
CC(=O)c1c(C(C)=O)c(C)n(-c2ccc(O)cc2)c1C	-3%	-9%	·	-3%	1%	0%	9%	0%
Cc1cc(C)c2c(N)c(C(=O)C(C)(C)C)sc2n1	i	14%	2%	4%	·	19%	?	1%
CCC1CCc2sc(C(=O)O)cc2C1 (stereo unspecified)	-5%	-6%	-5%	-10%	6%	6%	3%	-4%
COc1ccc(NC(=O)c2cnc3n(c2=O)CCS3)cc1OC	i	23%	-16%	?	6%	-2%	6%	-1%
COc1cccc(C2c3[nH]c4ccccc4c3CCN2C(=O)Cn2cncn2)c1OC (stereo unspecified)	18%	-47%[inhibitor]	?	-3%	·	-1%	9.5µM*	9%
COc1ccc(Oc2nccc(-c3ccc(Cl)cc3)n2)cc1	-14%	-5%	9%	-6%	-9%	-1%	9%	1%
Cc1cc(S(=O)(=O)NCC(c2ccccc2)c2ccccc2)ccc1-n1cnnn1	7%	13%	·	5%	-22%	1%	?	-3%
Cn1c(Cc2csc(N)n2)nnc1SCC(=O)NCc1ccccc1	-5%	7%	-62%	-4%	1%	-18%	28µM*	-1%
CC(=O)NNC(=O)CCn1c2c(c3ccccc31)CCCC2	-6%	·	-2%	-7%	·	20%	·	·
O=C(O)CCCCNS(=O)(=O)c1ccc(Cl)c(C(F)(F)F)c1	-5%	9%	-12%	-10%	1%	-2%	-6%	-4%
Cc1csc2nc(CSc3nncn3-c3ccccc3)c(Br)n12	-1%	7%	·	-4%	-3%	6%	-13%	2%
COc1ccc(/C=C/CN2CCCC(CO)(Cc3cccc(Cl)c3)C2)cc1 (stereo unspecified)	-10%	·	-26%	-5%	·	-20%	20µM*	1%
COC(=O)CCC(=O)NNC(=O)Cc1ccccc1	i	·	-7%	-7%	?	?	?	0%
COC(=O)C1=CN(C2CCCCC2)C=C(C(=O)OC)C1c1ccc2c(c1)OCO2	0%	·	13%	-10%	-5%[46 µM]	?	?	-2%
COC(=O)C1=C(C)N(Cc2ccco2)C(=O)N[C@@H]1c1ccc(Br)cc1	-5%[11.5 µM]	-51%[inhibitor][9.22 µM]	·	5%[11.5 µM]	-3%[9.22 µM]	-4%[11.4 µM]	8%[13.5 µM]	4%[7.66 µM]
Cc1nn(Cc2ccc(Cl)cc2)c(Cl)c1/C=N/NC(=O)CNc1ccccc1F	1%	·	-1%	-2%	-6%	-8%	21%	·
CCOC(=O)Cc1csc(SCC(=O)Nc2sc3c(c2C(N)=O)CCC3)n1	?	5%	?	-17%	6%	?	?	-4%
Next results.
SMILES	RECQ1 inh	SMN2 splice up	L3MBTL1 block	Tau ThT inhib	LMNA splice mod	KDM4E inh	ALDH1A1 inh	Luc counter
O=C(CCc1n[nH]c(=O)[nH]c1=O)Nc1cccc([N+](=O)[O-])c1	1%	-8%	·	?	22%[9.22 µM]	0%	-3%	0%
COc1ccc(S(=O)(=O)Nc2cc3c4c(oc3c3ccccc23)CCCC4=O)cc1	3%	28%	·	-6%	?	-12%	7.9µM*	0%
O=C(CSc1ncnc2scc(-c3ccccc3)c12)NC1CCS(=O)(=O)C1 (stereo unspecified)	i	·	5%	-7%	·	9%	11%	·
CCCCN(C)CCCNC(=O)CCn1nc(-c2ccccc2)ccc1=O	i	-3%	2%	0%	15%	-13%	2%	-3%
Cc1ccc(C)c(N2CCN(CCCNC(=O)Cn3cc4c(n3)CCC(C)C4)CC2)c1 (stereo unspecified)	-1%	-14%	2%	2%	-8%	-9%	4%	1%
O=c1[nH]nc2c3ccccc3cnn12	-1%	-10%	6%	-6%	9%	6%	10%	3%
Cc1ccc(C(=O)N2CCN(C(=O)CN3CCCC3)C2)cc1	-13%	-13%	7%	0%	-1%	2%	0%	15%
O=C(COC(=O)c1cccc(S(=O)(=O)N2CCc3ccccc32)c1)Nc1ncc(Cl)cc1Cl	-3%	8%	?	4%	-6%	-3%	-4%	0%
CCCCC(=O)NC(NC(=O)CCCC)c1ccc(OCCC)c(OC)c1	2%	8%	1%	-6%	3%	0%	10%	-1%
C=CCNC(=O)CC(=O)N/N=C/c1ccccc1F	3%	?	-3%	-18%	0%	1%	-6%	-1%
Clc1ccc(CN2CCC(Cc3ccccc3)CC2)cc1	-15%	4%	9%	-4%	-6%	-2%	?	0%

Two entries from above, comma-delimited:
Structure,RECQ1 inh,SMN2 splice up,L3MBTL1 block,Tau ThT inhib,LMNA splice mod,KDM4E inh,ALDH1A1 inh,Luc counter
CCCCN(C)CCCNC(=O)CCn1nc(-c2ccccc2)ccc1=O,i,-3%,2%,0%,15%,-13%,2%,-3%
O=c1[nH]nc2c3ccccc3cnn12,-1%,-10%,6%,-6%,9%,6%,10%,3%
